Assay outcomes as filed in PubChem.
BoNT-A LC inh2: BoNT/A light chain protease inhibitors, primary screen, biochemical, flow cytometry, MLPCN library; Botulinum neurotoxin type A light chain protease (Clostridium botulinum A str. ATCC 3502); multiplex microsphere protease substrate cleavage; inhibition, % at 10 µM; actives 0.17% (n = 360,000); AID 588499, 2011; also: plate controls were buffer without enzyme for full effect and enzyme alone for no effect
FadD28 FP inh: inhibitors of FadD28 bisubstrate probe binding, primary screen, biochemical, fluorescence polarization, single point; Mycobacterium tuberculosis FadD28 fatty-acid-AMP ligase; inhibition, % at 12.5 µM; actives 0.22% (n = 360,000); in the data active = inhibition above about 8.5%, passing the limit was not always enough; inconclusive = no clear call, values can overlap the other calls
TcdB GH inh: TcdB glycohydrolase inhibitors, primary screen, biochemical, single point, plate reader | Toxin B (Clostridioides difficile), P18177 | TcdB glycohydrolase enzymatic assay | inhibition, % at 9.99 µM | actives 0.24% (n = 350,000) | AID 652162, 2013; in the data active = inhibition above about 10%
Anthrax LF inh2: Bacillus anthracis LF protease inhibitors, primary screen, biochemical, multiplex microsphere, MLPCN library; Lethal factor (Bacillus anthracis), P15917; multiplex microsphere protease cleavage assay; inhibition, % at 10 µM; actives 0.12% (n = 360,000); AID 588501, 2011; also: plate controls were buffer without enzyme for full effect and enzyme alone for no effect
Yp Topo-I inh: Yersinia pestis topoisomerase I inhibitors, primary screen, biochemical, cleavage product accumulation, plate reader, single point; actives 0.064% (n = 360,000); Y. pestis Topo-I cleavage product accumulation; AID 504884, 2011; activity, % at 10 µM; DNA topoisomerase I (Yersinia pestis CO92); in the data active = activity above about 50%, passing the limit was not always enough; inconclusive = no clear call, values can overlap the other calls; also: inactives centre near 2
BoNT F protease: BoNT/F light chain protease inhibitors, primary screen, biochemical, flow cytometry, MLPCN library; Botulinum neurotoxin type F light chain protease (Clostridium botulinum); actives 0.22% (n = 360,000); inhibition, % at 10 µM; Multiplex microsphere protease cleavage assay; in the data active = inhibition above about 35%, passing the limit was not always enough; inconclusive = no clear call, values can overlap the other calls; also: plate controls were buffer without enzyme for full effect and enzyme alone for no effect
PrPC surface inh: inhibitors of human cell surface prion protein PrPC, primary screen, cell-based, TR-FRET; TR-FRET read-out; AID 720596, 2013; inhibition, % at 13.8 µM; actives 0.43% (n = 370,000); in the data active = inhibition above about 24%; also: 0% = median of the test wells and 100% = reference compound wells
CCHF vOTU inh: CCHFV vOTU protease inhibitors, primary screen, biochemical, Pep-AMC substrate, fluorescence; Crimean-Congo hemorrhagic fever virus L polyprotein viral ovarian tumor (vOTU) protease …; actives 0.55% (n = 370,000); inhibition, % at 11.5 µM; in the data active = inhibition above about 30%; also: 0% = vehicle wells with enzyme and 100% = no enzyme wells
PfHsp40 rescue: rescue of yeast from PfHsp40 toxicity, primary screen, S. cerevisiae, ATP luminescence; S. cerevisiae expressing PfHsp40, growth rescue; growth rescue, % at 12.5 µM; actives 0.68% (n = 340,000); AID 504582, 2011; in the data active = growth rescue above about 28%, passing the limit was not always enough; inconclusive = no clear call, values can overlap the other calls;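 also: yeast W303a lacking pdr1 and pdr3 grown in galactose medium; growth measured after three days at 30 °C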
* = called active by the depositor; ? = inconclusive; / = not tested or not shown. Rule as the data show it, unless noted: active = inhibition above about 30%; inconclusive = no clear call, values can overlap the other calls; inactive = below that.

smiles,BoNT-A LC inh2,FadD28 FP inh,TcdB GH inh,Anthrax LF inh2,Yp Topo-I inh,BoNT F protease,PrPC surface inh,CCHF vOTU inh,PfHsp40 rescue
COc1ccc(/C=C/CN2CCC(CO)(Cc3ccccc3Cl)CC2)cc1,-1.4,-6.7,1.3,-3,4,-2,-14,-10,-0.8
COc1ccc(NC(=O)C(=O)N2N=C(C(C)C)CC2(O)C(F)(F)F)cc1 (configuration not stated),0.8,1.9,/,-5,-9,7,1,-3,-0.4
N=c1c2c(-c3ccccc3)c(-c3ccccc3)oc2ncn1CCN1CCOCC1,-1.7,-6.8,/,11,3,-10,6,-3,-0.2
Cc1cc(F)ccc1-c1cc(C(=O)Nc2ccc(F)cc2)[nH]n1,-0.3,0.0,0.8,-1,1,7,8,-5,/
O=[N+]([O-])c1cc2c(c([N+](=O)[O-])c1)Nc1ccccc1O2,-0.7,-3.5,0.1,-14,-16,0,-12,8,/
Cc1ccc(S(=O)(=O)N(C)CC(=O)N2CCN(c3ccccn3)CC2)cc1,0.5,-2.1,/,10,2,-6,-2,-5,-0.1
CCCCN(C)CCN1C(=O)C2C(C(=O)Nc3ccc(OC)cc3)C3C=CC2(O3)C1C(=O)NC1CCCCC1 (configuration not stated),3.2,0.1,0.6,2,-9,1,1,-3,0.4
CCC1(CC)Cc2ccccc2-c2nc(CCl)[nH]c(=O)c21,-2.8,0.0,1.5,3,4,-2,-3,-8,2.1
CCNc1nc(Oc2ccc(C(=O)OC)cc2)nc(N(C)C)n1,0.1,1.3,/,2,9,1,4,24,-0.2
CCCC(=O)Nc1ccc(C(=O)N/N=C/c2ccc([N+](=O)[O-])o2)cc1,-1.2,-3.8,-1.2,-1,-11,-1,-24,25,3.2
O=C(c1ccc(Cn2cc(Br)cn2)o1)n1cccn1,-0.4,-1.0,0.7,2,-1,-3,1,-3,-0.8
CCOc1ccc(NS(=O)(=O)c2ccc(C(=O)N(C)CC(=O)Nc3ccc(OC)cc3)cc2)cc1,-0.3,-1.7,0.0,-3,1,6,-6,-3,0.2
CCOC(=O)c1cc2c(nc1N)CC(C)(CC)OC2 (configuration not stated),0.4,-1.4,/,2,-6,-12,5,-90,2.2
CC1CCCCC1NC(=O)COn1nnc2ccc(Cl)cc21 (configuration not stated),-0.4,-4.1,/,-1,2,1,2,-9,-0.5
COc1ccc(C(=O)OCC[N+]2(C)CCCCC2)cc1,-1.3,-3.9,-0.3,-5,10,0,-1,-14,-1.4
O=C(NC1CCCCC1)N(Cc1nc2ccccc2c(=O)[nH]1)C1CCCC1,-0.2,-4.5,/,-1,19,6,5,4,-0.2
CCOc1ccc(N2C(=O)CC(N(CCc3ccc(OC)cc3)C(=O)/C=C/C(=O)O)C2=O)cc1 (configuration not stated),-1.2,0.6,0.9,-6,6,-4,-8,7,0.0
CC1CCN(Cc2cc(=O)oc3cc(O)c(Cl)cc23)CC1,-2.2,-0.2,1.0,4,-2,14,-4,-308,-3.0
C=CCn1cc(CN2CCC(C(=O)Nc3cccc(-c4cccc(Cl)c4)c3)CC2)c(C)n1,-5.0,-24,0.4,-6,-12,-12,-19,16,-1.8
COc1ccc(CC(=O)Nc2ccc3nc(SC)sc3c2)cc1OC,0.0,-0.3,0.8,4,1,-5,2,0,-0.8
CC1CCN(S(=O)(=O)c2nnc(NC(=O)COc3ccccc3)s2)CC1,2.5,0.2,-12,0,2,4,5,0,-1.3
CC1CCc2c(sc3ncnc(NS(=O)(=O)c4cccs4)c23)C1 (configuration not stated),0.3,1.0,-0.7,1,-1,0,6,-5,-2.0
COc1ccc(CC2(C)OC(c3ccccc3)=NN2C(C)=O)cc1 (configuration not stated),-0.4,-1.9,/,-4,0,4,-4,-14,-0.8
Cc1c(C(=O)OC(C)C)sc(NC(=O)c2cnccn2)c1C(=O)OC(C)C,-0.5,-2.7,1.5,-6,2,-5,4,16,-1.0
CCOc1ccccc1N(CC(=O)Nc1ccc(C)cc1)S(C)(=O)=O,0.2,-1.9,/,-2,12,-18,-3,-6,-0.7
CCN1CCN=C1Nc1ccccc1,0.1,-0.5,1.4,-6,-6,-4,3,-3,0.9
CCc1cc2c(SCC(=O)NC(=O)c3cccn3C)ncnc2s1,2.5,-0.9,1.7,3,-6,2,0,6,-0.1
Cc1ccnc(Nc2nc(-c3c(C)nc4sccn34)cs2)c1,1.9,?,/,-1,-4,-1,2,2,16
O=P(c1ccccc1)(c1ccccc1)c1nc(-c2ccc(Cl)cc2)oc1N1CCOCC1,-0.4,-1.6,2.5,-3,33,-4,-1,1,3.5
COc1ccc(N=C(N)N=C(N)N)c(OC)c1,-1.0,0.6,/,-4,-3,-9,-1,14,-0.7

The list goes on.
mol | BoNT-A LC inh2 | FadD28 FP inh | TcdB GH inh | Anthrax LF inh2 | Yp Topo-I inh | BoNT F protease | PrPC surface inh | CCHF vOTU inh | PfHsp40 rescue
C(=N\Nc1nc(N2CCCC2)nc(N2CCCC2)n1)/c1ccccc1OCc1ccccc1 | -0.1 | 0.7 | -0.6 | 1 | -5 | 6 | 8 | -8 | 1.1
Cc1cc(NC(=O)CSc2nccn2C)no1 | 0.1 | -1.8 | -0.1 | -3 | 2 | -1 | -4 | -6 | -0.3
O=C(CS(=O)c1ccc(C(F)(F)F)cc1[N+](=O)[O-])Oc1ccccc1 (configuration not stated) | -0.6 | -0.1 | / | -1 | -1 | -9 | -14 | 10 | 1.2
COc1ccc(NC(=O)C2CCN(S(=O)(=O)c3c(C)noc3C)CC2)cc1 | -1.0 | -1.2 | 2.8 | -3 | -5 | -7 | 7 | 14 | -0.2
O=C(c1nc2ccccn2c1CNCCOc1cccnc1)N1CCOCC1 | -0.4 | 0.7 | 1.7 | -7 | 4 | -6 | -4 | -3 | 4.6
CCc1nc(SCCO)c2oc3ccccc3c2n1 | -0.4 | -0.1 | / | -3 | 5 | -5 | 9 | 9 | 3.0
CCc1ccc(C2=NNC(=Nc3cccc(S(=O)(=O)N(C)C)c3)SC2)cc1 | -0.3 | 1.1 | 0.0 | -2 | 3 | -2 | 18 | 8 | -1.6
Nc1ccc(-c2cnc(N)c(C(=O)c3cccnc3)n2)cn1 | -0.7 | -1.4 | / | 6 | 0 | -3 | / | / | -0.9
COc1ccc(N2CC(C(=O)NCc3cccnc3)CC2=O)cc1 (configuration not stated) | -0.5 | -1.1 | / | -2 | -5 | -2 | -3 | 10 | -1.5
CC1CC(CC(=O)Nc2nc(-c3ccccc3)cs2)C(=O)O1 (configuration not stated) | -0.6 | -1.2 | 1.7 | 0 | 5 | 0 | -5 | 2 | 0.7
Cc1ccc(CN(CC(=O)NCCc2ccccc2)C(=O)c2csnn2)cc1 | 1.8 | -0.4 | 1.0 | 4 | 23 | 8 | 0 | 0 | 0.6
O=C(N/N=C/c1ccc2c(c1)OCO2)c1ccccn1 | 1.2 | -2.7 | 1.2 | -3 | 7 | 0 | -6 | 10 | 0.0
Cc1ccn2c(CNC(C)c3cn(C)nc3C)c(C(=O)N3CCCCCC3)nc2c1 (configuration not stated) | 1.2 | -1.0 | 0.4 | -1 | 0 | 0 | -2 | -7 | -0.7
COCCN1CCN(C(=O)c2ccc3oc(CCCc4ccccc4)nc3c2)CC1 | 1.2 | -0.5 | -0.7 | -3 | 10 | -2 | 7 | -2 | -0.4
COc1ccc(-c2nnc(CSc3nc4ccccc4c(=O)n3CC3CCCO3)o2)cc1OC (configuration not stated) | -1.2 | -2.6 | 1.1 | 7 | 6 | 4 | 5 | -10 | -0.9
COc1ccc(C(=O)NCc2nnc(SCC(=O)N3CCOCC3)o2)cc1OC | -0.2 | -3.3 | 0.9 | -2 | -4 | 0 | -7 | 3 | -0.6
O=C(OC1CCN(c2ncc(C(F)(F)F)cc2Cl)CC1)c1cccc(C(F)(F)F)c1 | -0.5 | -1.6 | / | -10 | 5 | 1 | 6 | -2 | -0.5
COc1ccc(CCNC(=O)CCc2cc(OC)c(OC)c(OC)c2)cc1OC | 0.0 | / | 1.9 | -6 | 0 | -12 | 7 | 0 | 0.1
